D2 ag = activates the human D2 dopamine receptor; HEK293 T-REx D2 cells, calcium flux agonist mode; P14416; hit rate 0.53% among 340,000; activation, % at 2 µM;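 active = activation over 3 SD above normal in the single-dose calcium agonist read, cut at about 30% in these data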; note: 0% is about no effect
Target sequence (P14416 whole entry, looked up): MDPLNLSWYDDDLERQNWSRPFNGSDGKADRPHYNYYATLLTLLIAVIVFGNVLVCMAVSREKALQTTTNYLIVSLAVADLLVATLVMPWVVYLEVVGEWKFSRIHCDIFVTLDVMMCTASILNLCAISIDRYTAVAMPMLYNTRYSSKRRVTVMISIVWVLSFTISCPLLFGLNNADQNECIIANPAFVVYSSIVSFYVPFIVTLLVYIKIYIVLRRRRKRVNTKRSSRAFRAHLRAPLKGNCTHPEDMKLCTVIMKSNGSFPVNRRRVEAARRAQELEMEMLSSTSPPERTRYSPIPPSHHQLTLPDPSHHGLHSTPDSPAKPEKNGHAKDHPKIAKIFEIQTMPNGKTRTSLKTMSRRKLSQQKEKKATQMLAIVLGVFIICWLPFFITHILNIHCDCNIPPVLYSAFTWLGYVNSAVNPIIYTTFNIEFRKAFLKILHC
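Tetracycline-induced HEK293 T-REx cells with force-coupled D2 receptor, plated overnight at 30 C, loaded with no-wash calcium dye. After a 10 s baseline, compound was pin-added and calcium flux read kinetically for 180 s; calcium rises flagged agonists.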
TRHR ag = agonists of human TRH receptor; hit rate 0.18% among 360,000; AID 493084; P34981; activation, % at 2 µM; TRHR cells, calcium flux fluo-8, FDSS agonist mode; in the data active = activation above about 30%; note: 0% is about no effect
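TRHR-expressing cells, plated overnight in medium with 10% serum, were loaded with fluo-8 calcium dye at room temperature. After a 10 s baseline, library compound was pin-added and calcium release was recorded kinetically (ex 480/em 530) as agonist response.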
USP1-UAF1 inh = USP1/UAF1 (human) deubiquitinase inhibition. hit rate 0.23% among 390,000. recombinant USP1/UAF1, Ub-Rhodamine cleavage fluorescence. AID 743255. Potency, µM (doses to about 57.1 µM), without a hit: at the top dose activity change, negative = inhibition, actives largely listed as inhibitors. O94782; note: potency is the fitted concentration of half-maximal effect; % is set by controls: 0 for no effect and ±100 for the full control effect; nearly all actives have a fitted effect of over 60% in size; inactives centre near -12
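1 nM enzyme complex + cpd, 15 min RT; start with Ub-Rho 150nM final; kinetic fluorescence ex 480/em 540, 6 reads q60 s. Buffer 50mM HEPES pH 7.8, 0.5mM EDTA, 0.1 mg/ml BSA, 1mM TCEP, 0.01% Tween-20.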
mIDH1 inhibitor = blocks human mutant IDH1 R132H enzyme | IDH1-R132H enzyme, NADPH consumption, diaphorase/resazurin fluorescence | Potency, µM (doses to about 76.6 µM), for inactives: at the highest dose activity change, negative = inhibition, usual class: inhibitors | hit rate 0.093% among 390,000 | AID 602179; note: potency is the fitted concentration of half-maximal effect; % is set by controls: 0 for no effect and ±100 for the full control effect; nearly all actives have a fitted effect of over 65% in size
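IDH1-R132H (0.5 ug/mL dispensed) in pH 7.5 Tris buffer was preincubated 30 min with compound, then given a substrate mix of 0.016 mM NADPH and 2 mM alpha-KG for 80 min at room temperature; remaining NADPH was read by diaphorase/resazurin fluorescence.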
D2 antagonist = antagonizes the human D2 dopamine receptor; inhibition, % at 10 µM; hit rate 2% among 340,000; HEK293 TREx D2 cells, calcium flux, dopamine EC80; P14416; in the data active = inhibition above about 30%; note: 0% is about no effect
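Tetracycline-induced HEK293 TREx cells expressing D2 receptor forced-coupled to calcium signalling, loaded with no-wash calcium dye. Compounds added and calcium flux read 180 s, then dopamine added at EC80 and read a further 180 s.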
TrxR1 substrate = rat thioredoxin reductase 1 substrate activity; purified TrxR1 substrate turnover, NADPH consumption readout; Potency, µM (titrated, usually from 114 µM), for the others: top-dose activity change, negative = substrate turnover; hit rate 0.01% among 390,000; note: potency is the fitted concentration of half-maximal effect; % is set by controls: 0 for no effect and ±100 for the full control effect; nearly all actives have a fitted effect of over 50% in size
Target sequence (O89049 whole entry, looked up): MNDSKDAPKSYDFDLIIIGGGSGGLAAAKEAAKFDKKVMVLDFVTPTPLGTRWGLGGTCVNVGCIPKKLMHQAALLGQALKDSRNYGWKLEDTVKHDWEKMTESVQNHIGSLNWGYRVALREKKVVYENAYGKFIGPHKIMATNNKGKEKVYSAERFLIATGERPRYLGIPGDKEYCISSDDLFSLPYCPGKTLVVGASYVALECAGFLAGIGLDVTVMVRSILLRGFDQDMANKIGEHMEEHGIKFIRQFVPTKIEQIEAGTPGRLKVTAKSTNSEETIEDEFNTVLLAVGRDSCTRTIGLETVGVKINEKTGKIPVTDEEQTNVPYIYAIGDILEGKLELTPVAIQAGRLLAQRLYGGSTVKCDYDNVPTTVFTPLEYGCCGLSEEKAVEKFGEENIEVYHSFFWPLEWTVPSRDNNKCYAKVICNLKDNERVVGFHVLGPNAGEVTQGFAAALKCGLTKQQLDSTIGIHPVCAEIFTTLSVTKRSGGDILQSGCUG
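Rat TrxR1, dispensed at 90 nM, was prereduced with 400 uM NADPH (final) for 5 min at ~22 deg C, then incubated with compound 15 min before 400 uM selenite. A first-read NADPH fluorescence drop versus no-compound background flagged substrates.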
Pin1 inhibitor = human Pin1 inhibition. Potency, µM (doses to about 115 µM), for inactives: at the top dose activity, negative = inhibition, most hits filed as inhibitors. Pin1 FP peptide displacement, HiFluor488, 10 min. hit rate 0.009% among 390,000. AID 504891. Q13526; active = well fitted inhibition curve with a large enough effect in the polarisation, with a control signal flat, not every such curve was filed as active; inconclusive = small, poorly fitted or top-dose-only effect, or effect the other way, or a change in a side signal; inactive = no such curve, though single readings can be large or run the other way; the % refers to the polarisation; note: potency is the fitted concentration of half-maximal effect; % is set by controls: 0 for no effect and ±100 for the full control effect
Target sequence (Q13526 whole entry, looked up): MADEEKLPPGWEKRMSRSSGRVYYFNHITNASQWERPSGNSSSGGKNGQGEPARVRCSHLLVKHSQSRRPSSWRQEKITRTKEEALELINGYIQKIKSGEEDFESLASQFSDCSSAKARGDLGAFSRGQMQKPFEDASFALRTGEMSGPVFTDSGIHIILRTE
TrxR1 inh = inhibitors of rat thioredoxin reductase 1; O89049; hit rate 1% among 390,000; Potency, µM (doses to about 114 µM), for inactives: top-dose activity change, negative = inhibition, actives largely listed as inhibitors; recombinant rTrxR1, NADPH fluorescence consumption, selenite substrate; note: potency is the fitted concentration of half-maximal effect; % is set by controls: 0 for no effect and ±100 for the full control effect; nearly all actives have a fitted effect of over 65% in size
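Rat TrxR1 (90 nM in the dispensed reagent) was pre-reduced with 400 uM NADPH for 5 min at room temperature, then incubated with compound for 15 min. After 400 uM selenite was added, NADPH fluorescence (Ex 340/Em 450 nm) was followed for 8 min.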
TRHR enhancer = allosteric enhancers of human TRH receptor; hit rate 0.66% among 360,000; enhancement, % at 2 µM; TRHR cells, fluo-8 calcium fluorescence, EC20 TRH enhancement; in the data active = enhancement above about 30%; note: 0% is about no effect
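TRHR-expressing cells loaded with fluo-8 calcium dye were read kinetically (ex 480/em 530) during compound addition, then stimulated with an EC20 of TRH (10 nM final). Enhancement of the Gq-mediated intracellular calcium response was scored.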
The depositor's hits bear a star; ? = inconclusive; . = no result given; & = joins results of further samples; [ ] = dose if it differs, or a comment. Unless noted, calls come from the whole dose curve; as a rule, active = well fitted inhibition curve with a large enough effect; inconclusive = small, poorly fitted or top-dose-only effect; inactive = no such curve, though single readings can be large or run the other way. Only part of the results is shown. The share of hits here may be higher or lower than overall.

SMILES	D2 ag	TRHR ag	USP1-UAF1 inh	mIDH1 inhibitor	D2 antagonist	TrxR1 substrate	Pin1 inhibitor	TrxR1 inh	TRHR enhancer
CC(=O)Nc1ccc(NS(=O)(=O)c2ccc3c(c2)oc(=O)n3C)cc1	0.7	0.4	-20%	-3%	7	9%	-1%	20%	3
CCOC(=O)Cn1c(=NC(=O)C(C)(C)C)sc2cc([N+](=O)[O-])ccc21	-0.5	-1.1	-20%	1%	3	-2%[11.4 µM]	0%	-7%[11.4 µM]	-5
O=C(Nc1c(-c2ccccc2)nc2ccccn12)c1cccs1	-0.2	-1.5	-20%	-1%	-4	16%[57.1 µM]	0%	3%[57.1 µM]	6
COc1ccc(CSc2nnnn2-c2ccc(C(N)=O)cc2)cc1[N+](=O)[O-]	0.2	0.4	3%	5%	2	2%	1%	14%	0
COc1ccc(Nc2ncc(C(=O)O)c3ccccc23)cc1	0.4	0.4	-15%	15%	-4	-3%	1%	8%[57.1 µM]	8
NC(Cc1ccc2nonc2c1)C(=O)O (stereo not drawn)	-1.5	1.0	1%	2%	6	-2%	3%	-23%	2
O=[N+]([O-])c1ccc(C2Nc3cccc4cccc(c34)N2)cc1	0.6	0.9	-26%	7%	-19	-7%	-6%	35µM*	1
COc1ccc(C=CC(C)=NNC(=O)c2ccncc2)cc1	.	.	?	7%	.	-18%	1%	19%[57.1 µM]	.
CCOC(=O)[C@H]1[C@H]2COc3ccc(C)cc3[C@@H]2N2C(=O)[C@@H](CO)NC(=O)[C@@]12C	-0.1	0.1	-7%	-3%	-10	1%	-17%	-2%	-1
O=C(Nc1cc2c(cc1C(=O)O)OCCCO2)c1ccc(C(F)(F)F)cc1	.	0.9	-27%	-11%	.	3%	-3%	?	4
COC(=O)NNC(=O)COc1cc(C)ccc1C	-0.1	0.0	-14%	4%	-1	2%	1%	11%	4
O=C(CCCc1nc(-c2ccccc2)no1)N1CCOCC1	-2.5	-0.4	-10%	-10%	13	6%[57.1 µM]	2%	9%[57.1 µM]	0
COc1ccc(NC(=O)C2=C(C)Nc3ncnn3C2c2ccc(O)cc2)cc1 (stereo not drawn)	0.3	0.8	-14%	-1%	.	4%[57.1 µM]	-15%	16%[57.1 µM]	9
O=C(NCCCN1CCCCC1)C1CCN(c2ncnc3c2nc2n3CCCCC2)CC1	-0.7	0.3	-22%	0%	-1	-2%	-1%	0%	-2
CCOC(=O)C1(CC2CCCCO2)CCN(C(=O)Nc2ccc(C(=O)OC)cc2)CC1 (stereo not drawn)	0.4	0.2	3%	1%	32*	-3%	5%	1%	-5
Cc1ccc2c3c(c(SCC(=O)Nc4nccs4)nc2c1)CCCC3	-0.2	0.9	.	.	19	.	.	.	-12
COc1ccc(C(=O)N2CCC(c3nc(-c4ccc(S(=O)(=O)N5CCCC5)cc4)no3)CC2)cc1	-0.2	0.0	?	6%	.	0%	3%	22%	4
COC(=O)NNS(=O)(=O)c1ccc(C)cc1	-7.9	0.6	-10%	6%	-9	-6%[11.4 µM]	4%	-4%	5
CCCn1c(N)c(N(C)C)c(=O)n(CC(=O)Nc2ccc(OC(F)(F)F)cc2)c1=O	-0.5	0.3	-13%	-3%	-1	4%	-6%	12%	5
COc1ccccc1C1C([N+](=O)[O-])=CC([N+](=O)[O-])=CN1C (stereo not drawn)	2.0	1.3	-26%	8%	12	-7%	?	?	-9
O=C(c1cnc2ccccc2n1)N1CCN(c2ccc(C(F)(F)F)cn2)CC1	0.0	-0.2	-14%	5%	10	1%	0%	21%	-4
CCc1ccc(OCC(=O)Nc2ccc3c(c2)c2ccccc2n3CC)cc1	.	-0.2	3%	7%	.	12%	3%	51%[activator]	2
COc1ccc(-c2cc(C(=O)OCC(=O)N3CCCC3)c3ccccc3n2)cc1	-0.3	-0.9	?	13%	-6	26%[57.1 µM]	-1%	1%[57.1 µM]	-5
CC(=O)c1ccc(N2CCN(c3ncnc4c3c(-c3ccccc3)cn4-c3cccc(C)c3)CC2)cc1	-0.3	0.5	-5%	-5%	.	-5%[57.1 µM]	34%[activator]	5%[57.1 µM]	-4
O=C(COC(=O)c1cccs1)NC1CCCCC1	1.0	-0.5	-16%	7%	8	-6%	5%	-7%	17
SMILES	D2 ag	TRHR ag	USP1-UAF1 inh	mIDH1 inhibitor	D2 antagonist	TrxR1 substrate	Pin1 inhibitor	TrxR1 inh	TRHR enhancer
O=C(NC1CCCC1)C1CC(c2ccc(F)cc2)=NO1 (stereo not drawn)	.	.	-6%	0%	.	5%	2%	8%	.
COc1ccc(C)cc1N(C)C(=O)CCc1nc(-c2ccccc2F)no1	-1.5	-1.4	-1%	2%	.	5%	-1%	11%	-2
O=C(Nc1ccc(Cl)c(C(F)(F)F)c1)NC1CC2CCCC(C1)N2C1CC1 (stereo not drawn)	.	.	-8%	9%	.	-14%	2%	-15%	.
CC(C)(C)c1ccc(C(=O)NNC(=S)NCC2CCCO2)cc1 (stereo not drawn)	0.4	-0.2	-22%	0%	-2	3%	9%	3%	4
Cc1ccc(C(=O)O)cc1S(=O)(=O)N1CCSCC1	-1.8	-0.2	-12%	4%	11	2%	1%	17%	5
C#CCOCCOCCOCCNc1nc(N2CCN(C(=O)[C@H]([C@@H](C)O)n3cc(CCCCN)nn3)CC2)nc(N2CCN(C(=O)[C@H](CCCCN)n3cc(CCCC)nn3)CC2)n1	0.7	0.6	-9%	-6%	15	2%	4%	2%	2
O=C(COc1ccc2c3c(c(=O)oc2c1)CCC3)NCc1cccnc1	0.9	-0.2	?	10%	-12	39%[activator]	2%	19%	3
COc1ccccc1/C=N/NC(=O)c1cccc(NC(=O)c2ccccc2C)c1	0.0	-0.4	-6%	-3%	10	-9%	6%	0%	12
COc1ccc(NCCC#N)cc1	-0.5	0.0	-8%	0%	-7	2%	1%	0%	12
O=C(CCN1C(=O)C2C3C=CC(C3)C2C1=O)N1CCN(c2ccc(F)cc2)CC1 (stereo not drawn)	-0.2	0.3	-19%	13%	-21	-7%[57.1 µM]	1%	7%[57.1 µM]	-1
Cc1cc(OCC(=O)Nc2ccccn2)c2c(C)cc(=O)oc2c1	0.0	-1.3	-27%	-4%	16	18%	2%	22%	-5
CCn1c(SCC(=O)Nc2cccc(OC)c2)nnc1-c1ccc(Cl)cc1	-0.6	-0.7	-1%	-7%	-10	3%	1%	-2%	-18
CCOC(=O)C1(Cc2cccc(Cl)c2)CCCN(C(=O)c2ccco2)C1 (stereo not drawn)	-0.4	0.1	-12%	-5%	-1	3%[57.1 µM]	4%	11%[57.1 µM]	1
Cc1ccc(-c2nc(SCC(=O)Nc3cc(C)on3)c3c(=O)n(C)c(=O)n(C)c3n2)cc1	0.6&0.7	-1.2&0.4	2%&-3%	0%&24%	-8	-4%	-17%&1%	7%	-1&3
CCOC(=O)CC(=O)CSc1nc(-c2ccccc2)cc(-c2ccccc2)c1C#N	0.6	0.8	-22%	8%	-12	11%	?	7%	6
O=C(c1ccc(S(=O)(=O)Nc2ccc(F)cc2)cc1)N1CCN(C(=O)c2ccco2)CC1	-0.4	1.4	-18%	0%	10	-4%	-7%	-12%	1
O=C(N/N=C/c1cccs1)c1ccccn1	1.1	0.3	-8%	6%	-5	-2%	-12%	7%	-4
Cc1ccc(NC(=O)c2cc(-c3cccc(O)c3)on2)cc1C	-2.1	-0.3	-8%	12%	-7	8%[57.1 µM]	1%	2%[57.1 µM]	24
O=C(Nc1ccc2c(c1)OCCO2)c1ccc2ccccc2n1	-0.2	-0.1	-7%	23%	8	9%[57.1 µM]	-4%	35%[57.1 µM]	-1
COc1ccc(NC(=O)NNC(=O)c2cc3ccccc3cc2O)cc1	0.5	1.9	-27%	-8%	3	4%	66%[activator]	29%	11
CC(CCC(=O)Nc1nncs1)C(=O)O (stereo not drawn)	0.1	0.1	-16%	-4%	9	7%[57.1 µM]	-7%	5%[57.1 µM]	2
Cc1cc(C)c(S(=O)(=O)Nc2nnc(C3CCCCC3)s2)c(C)c1	0.4	-0.5	-11%	-8%	13	4%	-11%	13%	-5
CCC(CC)C(=O)Nc1cc(C(=O)NCCc2ccccc2)ccc1Cl	-0.3	-0.4	-6%	14%	22	5%	0%	11%	-4
COc1ccccc1C(=O)N(CCC1CCCN1C)c1nc2ccccc2s1 (stereo not drawn)	1.4	1.5	-17%	5%	-15	6%[57.1 µM]	-9%	10%[57.1 µM]	4
O=c1oc2c(CN3CCOCC3)c(O)ccc2cc1-c1ccc(Cl)cc1	-0.1	6.1	?	7%	.	111%[activator][57.1 µM]	-2%	41%[activator][57.1 µM]	2
CCCCC(C(=O)NC(C)c1ccccc1)C(=O)NC(C)c1ccccc1 (stereo not drawn)	0.4	0.1	-5%	-7%	-6	11%[57.1 µM]	-2%	16%	-8
Cc1ccc(NC(=O)c2ccc(Cl)c(S(=O)(=O)NCc3ccco3)c2)c(O)c1	.	.	-15%	11%	.	-7%	-4%	-5%	.
CCOc1ccc(NS(=O)(=O)c2ccc(C(=O)NCc3ccncc3)cc2)cc1	7.3	1.3	-10%	1%	15	-3%	2%	-8%	-1
Cc1ccc(S(=O)(=O)c2c(C)nn(-c3ccccc3)c2OC(=O)c2ccccc2F)cc1	1.2	0.4	-25%	-8%	.	-3%	12%	-1%	-2
COc1cc(NC(=O)CN(C)S(=O)(=O)c2ccc3nc(C)sc3c2)cc(OC)c1	1.1	-0.5	-20%	8%	-3	5%	-3%	22%	-2

Among those listed so far, these contain a cyano group.
SMILES	D2 ag	TRHR ag	USP1-UAF1 inh	mIDH1 inhibitor	D2 antagonist	TrxR1 substrate	Pin1 inhibitor	TrxR1 inh	TRHR enhancer
COc1ccc(NCCC#N)cc1	-0.5	0.0	-8%	0%	-7	2%	1%	0%	12
CCOC(=O)CC(=O)CSc1nc(-c2ccccc2)cc(-c2ccccc2)c1C#N	0.6	0.8	-22%	8%	-12	11%	?	7%	6

Screening results: PubChem BioAssay, National Center for Advancing Translational Sciences (NCATS)
